UHRF1 MBD2 ctr: UHRF1 methyl-DNA binding inhibition; Q96T88; UHRF1 binding to methylated oligo, TR-FRET; inhibition, % at 4.4 µM; hit rate 0.75% among 370,000; in the data active means inhibition above about 21%;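 further: UHRF1 SRA domain binding a hemimethylated CpG hairpin DNA probe; 0% = median of test compound wells and 100% = reference inhibitor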
Target sequence (Q96T88 whole entry, looked up, the tested form may be a part): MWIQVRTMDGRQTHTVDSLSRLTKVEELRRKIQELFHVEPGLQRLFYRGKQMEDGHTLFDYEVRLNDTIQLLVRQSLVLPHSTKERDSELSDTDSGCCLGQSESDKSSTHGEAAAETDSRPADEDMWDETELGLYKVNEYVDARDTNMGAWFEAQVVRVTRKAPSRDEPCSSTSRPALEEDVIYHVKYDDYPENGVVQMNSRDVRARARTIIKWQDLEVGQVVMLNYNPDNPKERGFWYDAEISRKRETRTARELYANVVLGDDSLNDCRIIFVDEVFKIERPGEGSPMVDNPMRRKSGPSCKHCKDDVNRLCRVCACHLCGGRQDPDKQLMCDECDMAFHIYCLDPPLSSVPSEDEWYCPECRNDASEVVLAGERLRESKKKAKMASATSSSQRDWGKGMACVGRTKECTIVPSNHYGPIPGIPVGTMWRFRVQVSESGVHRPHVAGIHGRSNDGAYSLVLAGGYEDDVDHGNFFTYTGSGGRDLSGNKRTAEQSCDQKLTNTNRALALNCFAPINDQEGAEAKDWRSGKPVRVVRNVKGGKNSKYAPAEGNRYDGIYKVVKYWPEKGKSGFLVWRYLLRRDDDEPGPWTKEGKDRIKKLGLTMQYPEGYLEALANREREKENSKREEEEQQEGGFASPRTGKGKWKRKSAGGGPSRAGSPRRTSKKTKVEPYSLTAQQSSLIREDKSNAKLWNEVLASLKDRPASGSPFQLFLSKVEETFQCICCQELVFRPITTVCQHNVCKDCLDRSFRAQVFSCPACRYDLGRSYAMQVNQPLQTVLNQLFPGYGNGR
PRMT1 inh: blocks human protein arginine methyltransferase 1 | inhibition, % at 2.79 µM | recombinant PRMT1, activity-based probe fluorescence polarization | hit rate 1.3% among 370,000 | Q99873;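 active means inhibition above about 21% made by adding two undisclosed values, limit read from the data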
SIAE primary: blocks human sialic acid acetylesterase. SIAE FP-Rh probe binding, fluorescence polarization. inhibition, % at 9.66 µM. hit rate 0.69% among 370,000;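 active means inhibition above a cutoff: mean of compounds within the control limits plus 3 SD of those, cut at about 17% in these data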;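 further: 0% = plate median of compound wells and 100% = probe without SIAE protein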
HTRA1 inh: blocks human HTRA1 serine peptidase; Q92743; recombinant HTRA1, FP-rhodamine activity-based probe, fluorescence polarization; inhibition, % at 5.96 µM; hit rate 0.5% among 340,000; in the data active means inhibition above about 36%;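 further: 0% = enzyme with DMSO and 100% = wells lacking enzyme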
mABHD4 FP: inhibits mouse alpha/beta hydrolase domain 4. Q8VD66. hit rate 0.54% among 370,000. inhibition, % at 8.92 µM. purified mABHD4, FP-Rh probe fluorescence polarization;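 active means inhibition exceeding the mean over every tested compound plus 3 SD, cut at about 30% in these data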;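 further: 0% = plate median of compound wells and 100% = S159A mutant with DMSO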
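System: mouse ABHD4 enzyme, wild type / Medium: HEPES pH 7.0, NaCl, Pluronic buffer / Reagent: FP-Rh activity-based fluorescent probe / Control set: S159A mutant high control, sample median low control / Detection: fluorescence polarization with parallel and perpendicular emission, 525/598 nm / Schedule: 45 min + 60 min at 25 °C / Compound dosing: 8.92 µM, single dose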
DDE Tn7 FP inh: disrupts Tn7 cyclic peptide binding to fibrin D-Dimer-E complex | FP displacement of FITC-Tn7 peptide from fibrin DD(E); 0% = median of compound wells per plate | AID 720508 | inhibition, % at 8.3 µM | P02675 | hit rate 0.13% among 370,000;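 active means inhibition above the mean of compounds falling within the control limits plus 3 SD of them, cut at about 14% in these data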;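 further: 0% = plate median of compound wells and 100% = 10 µM Aha-Tn7 peptide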
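Also added: labelled Tn7 tracer, 0.1 µM; Assay system: human fibrin DD(E) protein; Amount: 2 µM fibrin DD(E); Schedule: 10 min compound pre-incubation, 3 h probe incubation at room temperature; Repeats: one replicate per compound; Read-out basis: percent inhibition; Measured by: fluorescence polarization of the labelled Tn7 tracer.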
TCR-CD3 inh: human TCR-CD3 binding inhibition. inhibition, % at 9.4 µM. hit rate 0.37% among 360,000. TAMRA-labeled TCR probe fluorescence, biochemical; in the data active means inhibition above about 19%;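 further: recombinant mutant TCR 2C K166C tagged with TAMRA read by polarization; 0% = receptor in buffer alone and 100% = receptor with positive control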
TDP2 absorb: blocks human TDP2 phosphodiesterase activity; O95551; inhibition, % at 12.8 µM; hit rate 0.34% among 370,000; recombinant TDP2, T5PNP hydrolysis, p-nitrophenol absorbance 415 nm; AID 720702;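 active means inhibition above the mean of all tested compounds plus 3 SD, set per campaign, cut at about 25% in these data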;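 further: 0% = DMSO with enzyme and 100% = buffer with substrate but no TDP2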
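Material: recombinant human TDP2; quantity: TDP2 enzyme at 120 nM final; medium: Tris-HCl pH 7.5 with MgCl2; compound: single concentration, 12.8 µM nominal, with 1% DMSO; incubation: 2 h enzyme incubation at 37 °C; signal: epi absorbance; measure: percent inhibition; benchmarks: high control without enzyme, low control DMSO plus TDP2; repeats: singlicate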
LEDGF integ inh: blocks HIV-1 LEDGF/p75-dependent DNA integration; hit rate 0.64% among 370,000; inhibition, % at 3.7 µM; AID 743269; TR-FRET IN-LEDGF/p75 DNA integration, Eu/Cy5;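 active means inhibition above the screen-wide mean plus 3 SD, cut at about 13% in these data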;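 further: signal is the Cy5 over europium emission ratio at 671 and 618 nm; 0% = plate median of compound wells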
PG9 binder: binds the HIV-1 gp120 antibody PG9. hit rate 0.43% among 360,000. AID 624416. inhibition, % at 6.7 µM. TR-FRET gp120-PG9 antibody binding; in the data active means inhibition above about 8.5%
Numbers without * were called inactive; . = no result given.

TDP2 absorb	PRMT1 inh	PG9 binder	DDE Tn7 FP inh	HTRA1 inh	mABHD4 FP	TCR-CD3 inh	UHRF1 MBD2 ctr	SIAE primary	LEDGF integ inh	SMILES
4.9	-0.1	-0.9	10.7	-0.3	-2.4	6.3	-0.9	-4.0	4.2	O=C1OC(=O)c2c(Br)c(Br)c(Br)c(Br)c21
-0.1	0.7	0.5	2.7	-3.3	-5.7	-4.8	3.2	2.4	-1.3	CC1(C)Oc2ccccc2OC1(O)c1ccc2ccccc2n1 (centres undefined)
-6.5	1.9	0.7	2.3	-13.0	-0.5	-1.7	0.2	0.8	-10.2	Cc1ccc(N(Cc2cc3ccc(C)cc3[nH]c2=O)S(C)(=O)=O)c(C)c1
-5.8	1.4	1.0	6.0	6.1	8.5	7.7	0.3	-0.6	-0.1	Cn1c(N)c(C(=O)COC(=O)CCCN2C(=O)c3ccccc3C2=O)c(=O)n(C)c1=O
-10.9	-1.2	-1.6	-2.9	-30.0	-30.6	8.2	4.2	-16.1	2.5	Cc1ccc2nc(NC(=O)c3ccc(NS(=O)(=O)c4cccs4)cc3)sc2c1
-4.0	-3.1	-2.4	3.3	.	0.3	1.8	0.5	-5.7	1.7	CC(C)[C@H](NC(=O)C1CCCC1)C(=O)N1CCC[C@H]1C(=O)NCCc1ccccc1Cl
-2.9	1.1	1.7	2.2	5.5	4.5	5.6	1.5	-3.0	-2.6	CC(C)[C@H](NC(=O)Nc1ccccc1F)C(=O)O
-16.3	7.5	-2.2	-5.8	3.4	-9.5	-5.6	0.3	-4.2	-4.2	COc1ccc(CNC(=O)CCc2ccc(S(=O)(=O)N3CCCCCC3)cc2)cc1OC
10.5	-1.3	-1.5	-4.1	4.1	10.5	-1.4	1.2	7.6	0.8	COc1cc2cc(C(=O)N3CCN(Cc4ccc5c(c4)OCO5)CC3)[nH]c2cc1OC
-4.9	3.1	-1.8	9.4	-5.4	4.0	-7.2	1.9	-1.1	-5.1	Cc1cccc(OCCCn2c(=O)oc3ccccc32)c1
30.4*	-3.5	1.2	-2.6	3.5	-1.2	-3.2	-2.1	18.3*	-1.4	Cc1ccc(S(=O)(=O)N2CCC(C(=O)NCCCN3CCOCC3)CC2)cc1C
11.4	2.9	0.0	-0.4	5.3	1.4	-1.8	0.4	1.1	-2.6	O=C(c1ccc(CS(=O)(=O)c2ccc(Br)cc2)o1)N1CCN(C2CCCCC2)CC1
-6.3	-3.5	0.9	-5.8	.	-3.1	0.3	8.8	-2.9	3.1	CC(C)[C@@H]1NC(=O)c2cc([N+](=O)[O-])cc(I)c2NCCC[C@@H](C(N)=O)NC(=O)[C@H](CO)NC1=O
7.3	27.8*	-0.2	10.2	.	-10.0	-13.2	-5.6	-8.3	3.7	CCCCCNC(=O)C(c1ccc(OC)cc1)n1c(=O)c(-c2ccco2)nc2ccccc21 (centres undefined)
-2.0	-3.7	-1.0	-3.6	-3.7	-2.9	4.5	1.4	-1.4	4.1	Cc1cc(Br)ccc1NC(=O)CNC(=O)c1cnn(C)c1
-0.8	-1.9	-1.4	1.0	.	-6.9	-3.5	1.0	10.0	2.5	Cn1c(=O)c2cc(NC(=O)NCCc3ccccc3)ccc2n1Cc1ccc(F)cc1
-14.5	-9.8	0.4	3.8	11.2	-6.3	6.4	3.7	-4.1	-2.3	Cc1c(NC(=O)c2ccc(N(C)S(C)(=O)=O)cc2)c(=O)n(-c2ccccc2)n1C
1.7	-1.1	-0.1	-3.7	2.2	1.8	8.4	-2.7	9.1	2.4	Cc1ccc(CN=c2c([N+](=O)[O-])nn(-c3ccc4c(c3)OCCO4)n2O)cc1
-5.6	-2.5	-2.2	8.2	-1.4	2.2	2.8	1.4	1.7	-2.1	Cc1ccc2c(CC(=O)NCC(=O)Nc3c(C)cccc3C)coc2c1
4.9	0.6	-1.2	-2.1	9.1	5.3	4.2	-2.3	7.1	-1.1	CN(c1ccc(O)cc1)c1nc(-c2cccnc2)cs1
-13.6	-3.0	0.0	-0.9	-1.2	5.9	-3.8	0.2	-0.5	-2.9	CCCC(CCC(=O)OC)(C(=O)OCC)c1csc(N)n1 (centres undefined)
0.1	-3.9	-0.6	1.5	5.7	-2.0	-4.2	-1.9	10.6	3.9	COc1ccccc1NC(=S)NCc1ccccc1
-3.0	-0.4	-1.8	-2.9	-9.4	-37.3	2.2	-3.7	-24.6	-0.8	Cc1no[n+]([O-])c1COc1ccc(/C=C2\NC(=S)NC2=O)cc1
9.2	-2.5	-2.3	8.5	-9.6	3.0	4.2	1.8	6.5	0.0	CCCn1cc(SCC(=O)NCc2ccc3c(c2)OCO3)c2ccccc21
6.4	-0.7	-2.8	-2.8	5.3	1.9	-1.9	-1.1	0.5	-1.8	Cc1ccc(N2CC(C(=O)Nc3nnc(C)s3)CC2=O)cc1 (centres undefined)

Next section; the last 2 above are carried over.
TDP2 absorb	PRMT1 inh	PG9 binder	DDE Tn7 FP inh	HTRA1 inh	mABHD4 FP	TCR-CD3 inh	UHRF1 MBD2 ctr	SIAE primary	LEDGF integ inh	SMILES
9.2	-2.5	-2.3	8.5	-9.6	3.0	4.2	1.8	6.5	0.0	CCCn1cc(SCC(=O)NCc2ccc3c(c2)OCO3)c2ccccc21
6.4	-0.7	-2.8	-2.8	5.3	1.9	-1.9	-1.1	0.5	-1.8	Cc1ccc(N2CC(C(=O)Nc3nnc(C)s3)CC2=O)cc1 (centres undefined)
12.3	-2.4	1.2	7.8	-4.9	-1.0	6.5	-0.9	-1.9	1.9	CNc1snc(C)c1C(=O)OCC(=O)N(C)Cc1ccccc1
2.5	1.2	1.5	-8.2	0.0	5.1	11.5	0.9	-9.7	2.9	C=CCn1c(Cc2cccc3ccccc23)n[nH]c1=S
-6.0	-2.1	-2.8	4.2	-4.0	-9.2	2.4	-0.1	10.7	-0.5	Cc1ccccc1OCCC(=O)N1CCN(S(=O)(=O)c2ccc(Cl)cc2)CC1
6.7	0.7	0.1	2.1	6.6	-1.1	-2.0	1.8	-4.0	-3.4	COc1ccccc1NC(=O)CN1CCN(CC(=O)Nc2ccc3c(c2)OCO3)CC1
17.1	-1.7	-2.3	8.4	0.6	4.9	2.6	-1.0	2.5	-2.2	COc1ccc(-c2noc(CCC(=O)Nc3cccnc3)n2)cc1
3.4	-3.8	1.1	-0.8	6.8	7.2	3.6	-0.8	6.3	0.6	COc1ccc(CCN(C(=O)c2ccc(F)cc2)C2=CC3CCC(C2)N3C)cc1OC (centres undefined)
-9.4	-0.2	-1.1	1.8	8.2	-6.5	-2.0	1.2	-3.6	2.2	CCN1CCN(CCCNC(=O)c2cc3sccc3n2CC)CC1
-17.5	-0.8	0.5	-6.8	-8.4	0.0	-0.2	1.3	-7.2	4.2	CCOc1ccc(C(=O)Nc2ccc(CN3CCOCC3)cc2)cc1Br
9.3	-6.0	1.3	-5.6	-1.8	0.9	1.3	5.6	-0.1	2.5	CCOP(=O)(OCC)c1nc(-c2ccc(OC)cc2)oc1N1CCOCC1
1.2	5.4	0.1	1.0	-26.1	3.7	-3.6	-5.0	-3.8	0.3	COc1ccc(NC(=O)[C@@H]2[C@@H]3C(=O)N(C4CCCCC4)C(=O)[C@@H]3C3c4ccccc4C=CN32)cc1 (some centres undefined)
-2.6	3.4	-2.0	-0.7	.	-6.1	7.9	2.3	-1.9	-0.3	CC(=O)NC1(C)CCC2CC1C(C)=NC2(C)C (centres undefined)
-3.8	-1.9	0.5	-1.4	6.2	-6.3	-9.8	-1.3	-6.0	2.8	Cc1onc(-c2ccccc2)c1C(=O)Nc1nnc(CC(C)C)s1
-0.5	5.5	1.6	-0.6	-0.6	-2.4	-2.0	-0.1	-1.6	-8.8	CC12CC3(C)CC(C)(C1)CC(C(=O)NCc1ccccn1)(C2)C3
-19.1	-1.1	0.2	-1.7	1.6	3.9	-2.8	4.3	1.2	-1.0	CC(C)CC(C)N1CCC(n2nccc2NC(=O)CCc2ccccc2)CC1 (centres undefined)
13.9	2.3	-3.3	1.1	-2.2	10.8	-12.2	-7.8	1.0	1.7	CC1=NN(c2ccccc2)C(=O)/C1=C\N(O)c1ccccc1
-3.2	1.7	-0.6	2.7	6.2	5.8	-6.8	3.3	-0.8	-5.9	CCOc1ccc2nc(COC(=O)c3cccs3)c(C(=O)c3ccccc3)[n+]([O-])c2c1
7.3	4.2	0.9	0.3	-1.7	1.8	-4.9	0.9	-3.7	-2.4	O=C(O)CCn1cnc2ccccc2c1=O
13.1	-7.9	-2.1	-9.6	-8.0	-0.9	4.5	-1.9	0.4	1.9	COc1ccc(/C=N/NC(=O)c2cc(OC)c(OC)c(OC)c2)cc1CN1CCc2cc(OC)c(OC)cc2C1C (centres undefined)
3.9	3.5	-0.4	-6.3	12.7	17.6	4.3	-2.6	3.1	9.8	CN1CCN(CCC(=O)N/N=C/c2cc3c(cc2[N+](=O)[O-])OCO3)CC1
-0.3	2.8	2.5	-3.4	2.0	-6.6	2.7	5.1	8.7	0.4	CSC(=NNC(=O)c1ccc(O)cc1)SC

Copied from the list:
UHRF1 MBD2 ctr with CCN1CCN(CCCNC(=O)c2cc3sccc3n2CC)CC1 : 1.2
PRMT1 inh with O=C(O)CCn1cnc2ccccc2c1=O : 4.2
TDP2 absorb with C=CCn1c(Cc2cccc3ccccc23)n[nH]c1=S : 2.5

Screening data deposited in PubChem by The Scripps Research Institute Molecular Screening Center.
